High-throughput results from PubChem BioAssay.
Arrestin-AP2 inh = human beta-arrestin and AP2 interaction inhibition; FITC-arrestin peptide / GST-AP2 beads, flow cytometry; AP2 beta2 appendage carries R879A mutation; inhibition, % at 10 µM; 0.31% of 340,000 active;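 active means inhibition above a set limit, near 3 SD of compounds lacking own fluorescence, cut at about 54% in these data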;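 further: plate controls were DMSO wells for no effect and 5 µM unlabelled arrestin peptide for full effect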
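Material – GST-tagged AP2 beta2-adaptin appendage (R879A) on 4 µm glutathione beads · Probe or stimulus – fluorescein-tagged arrestin peptide at 50 nM final · Timing – 12 min plus 1 h, RT · Detection – bead flow cytometry, FITC channel · Read-out basis – inhibition as reduced fluorescein signal on beads, percent · Medium – PBS plus Tween 20 (0.05%) and BSA (0.1%)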
Keap1-Nrf2 PPI = Keap1-Nrf2 (human) interaction inhibition; Keap1 Kelch-Nrf2 peptide fluorescence polarization, 1536-well; inhibition, % at 9.4 µM; 0.15% of 340,000 active; AID 504523; in the data active means inhibition above about 12%;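 further: human Keap1 Kelch domain with fluorescein labeled Nrf2 9mer peptide probe; 0% = neutral control wells and 100% = peptide positive control; higher means more block of Keap1 binding to Nrf2 peptide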
NSD2 inh = NSD2 (human) methyltransferase inhibition. NSD2 peptide methylation, AlphaScreen, 120 min. 0.54% of 310,000 active. inhibition, % at 12.5 µM; in the data active means inhibition above about 50%
DAGLB inhibitor = blocks human DAGLB lipase activity. Q8NCG7. HEK293T DAGLB membrane lysate, EnzChek fluorogenic substrate. inhibition, % at 5.17 µM. 0.059% of 340,000 active. AID 504411; in the data active means inhibition above about 34%;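 further: 0% = enzyme with vehicle and 100% = wells lacking enzyme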
LANA DNA inh = KSHV C-LANA DNA binding inhibition. AID 504423. inhibition, % at 9 µM. 0.078% of 340,000 active. MBP-C-LANA/FAM-LBS DNA binding, fluorescence polarization;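 active means highest replicate inhibition at or above 60% at 9 µM, even if other replicates fall short; inactive means all replicates below 60% inhibition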;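 further: 0% = neutral control wells and 100% = 4 µM acridine orange control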
SR-BI uptake up = activators of SR-BI mediated HDL lipid uptake; CHO ldlA[mSR-BI] cells, DiI-HDL uptake fluorescence, 3 h; 100 = double the neutral-control signal; activation, % at 12.5 µM; 0.096% of 320,000 active; AID 504775;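 active means mean replicate activation of at least 60% and every replicate at or above 60%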;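 further: 0% = median plate neutral-control signal and 100% = twice that signal; values of inactives mirror those of a sister screen read the other way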
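Material: SR-BI-overexpressing, LDLR-lacking CHO cells | Dosing: Single compound concentration, delivered by pin transfer | Probe or stimulus: Labelled HDL, 10 µg/mL | Signal: Bottom-read cell fluorescence after medium removal, ex 550/em 595 nm | Schedule: 3 h, 37 °C | Evaluation: HDL uptake via cellular fluorescence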
Cardiac RTF inh = cardiac RTF calcium desensitization; 0.12% of 340,000 active; IANBD-labeled cardiac RTF, Ca2+ fluorescence; AID 493244; P19429+P45379; inhibition, % at 7.15 µM;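 active means inhibition above the mean inhibition of all tested compounds plus 3 SD, cut at about 17% in these data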;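 further: assay run at fixed EC70 calcium of 1.6 mM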
PvdQ acylase = P. aeruginosa PvdQ acylase inhibition | purified PvdQ acylase, fluorescence plate reader | inhibition, % at 10 µM | 0.063% of 340,000 active | AID 488965; in the data active means inhibition above about 30%, passing the limit was not always enough;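 further: 0% = vehicle neutral wells and 100% = reference inhibitor wells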
SR-BI DiI inh = inhibitors of mouse SR-BI mediated HDL lipid uptake; inhibition, % at 12.5 µM; ldlA[mSR-BI] CHO cells, DiI-HDL uptake fluorescence, 3 h; 0.96% of 320,000 active; Q61009;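 active means mean replicate inhibition of at least 70% and a set share of replicates each scoring 70 or more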;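 further: 0% = median of neutral control wells and 100% = median of positive control wells; values of inactives mirror those of a sister screen read the other way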
Target sequence (Q61009 whole entry, looked up): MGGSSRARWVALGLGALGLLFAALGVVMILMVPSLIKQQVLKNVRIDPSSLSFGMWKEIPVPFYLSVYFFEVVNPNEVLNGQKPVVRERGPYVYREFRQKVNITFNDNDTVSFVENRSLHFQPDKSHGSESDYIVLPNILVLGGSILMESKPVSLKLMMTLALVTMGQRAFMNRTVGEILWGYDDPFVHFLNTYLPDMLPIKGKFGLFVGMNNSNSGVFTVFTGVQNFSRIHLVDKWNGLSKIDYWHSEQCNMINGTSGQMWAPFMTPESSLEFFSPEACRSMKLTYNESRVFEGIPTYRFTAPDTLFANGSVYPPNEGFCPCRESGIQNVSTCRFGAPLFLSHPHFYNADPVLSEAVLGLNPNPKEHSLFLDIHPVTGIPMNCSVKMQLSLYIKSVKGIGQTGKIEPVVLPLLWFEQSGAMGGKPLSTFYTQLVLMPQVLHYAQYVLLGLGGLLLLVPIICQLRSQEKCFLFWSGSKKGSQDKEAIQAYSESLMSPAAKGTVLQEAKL
PKA-R2B activ = activates the human PKA-R2B holoenzyme complex; 0.079% of 340,000 active; AID 504700; PKA-R2B holoenzyme dissociation, Cy5-IP20 fluorescence polarization; R2B truncated from residue 108, S112A mutant; 0% DMSO only, 100% 113 µM cGMP; activation, % at 11.4 µM; P22694+P31323;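 active means activation above a cutoff set at the mean over all compounds plus 3 SD, cut at about 18% in these data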;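 further: higher means more holoenzyme dissociation and a rise in polarization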
Target sequence (P31323 whole entry, looked up, other chains not shown, the tested form may be a part): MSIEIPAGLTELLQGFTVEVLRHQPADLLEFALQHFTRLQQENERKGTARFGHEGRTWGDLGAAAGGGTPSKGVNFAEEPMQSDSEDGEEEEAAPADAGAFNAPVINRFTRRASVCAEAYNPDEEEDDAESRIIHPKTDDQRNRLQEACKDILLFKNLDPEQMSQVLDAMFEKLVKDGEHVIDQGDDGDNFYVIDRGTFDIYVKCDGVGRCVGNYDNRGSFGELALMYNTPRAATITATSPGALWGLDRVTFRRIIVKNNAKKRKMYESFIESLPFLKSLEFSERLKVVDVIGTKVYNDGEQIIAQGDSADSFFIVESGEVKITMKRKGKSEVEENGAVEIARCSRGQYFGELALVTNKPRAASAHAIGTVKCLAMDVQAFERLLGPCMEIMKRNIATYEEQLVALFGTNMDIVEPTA
An asterisk follows results filed as active; x = not tested or not shown.

smiles | DAGLB inhibitor | SR-BI uptake up | Arrestin-AP2 inh | NSD2 inh | LANA DNA inh | Cardiac RTF inh | Keap1-Nrf2 PPI | PKA-R2B activ | SR-BI DiI inh | PvdQ acylase
Cc1ccc(C)c(NC(=S)N(C2CCCCC2)C(C)c2cccnc2)c1 (configuration not stated) | -4 | x | 11 | x | 0.5 | -3 | -1 | -2 | x | -7
CCC(=O)C1CCCN(C(=O)c2ccc(OC)c(OC3CCN(C(C)=O)CC3)c2)C1 (configuration not stated) | -1 | 22 | -11 | -2 | -0.7 | -4 | 3 | 1 | -22 | -6
CN1CCN(C(=O)CCc2nnc3ccc(N4CCC5(CC4)OCCO5)nn23)CC1 | -5 | 7 | -9 | -3 | -0.2 | 2 | -2 | -2 | -7 | -11
COc1ccc(CN2CCN(c3ccc(F)cc3)CC2)c(OC)c1OC | -1 | 6 | -1 | 3 | -1.8 | -4 | -4 | 6 | -6 | -7
CC(SCC(=O)Nc1ccccc1Br)c1nc2ccccc2c(=O)[nH]1 (configuration not stated) | 3 | -12 | 0 | -1 | 1.0 | 0 | -3 | 10 | 12 | -16
CCCC1S/C(=N/N=C/c2ccc(C)cc2)N(Cc2ccc(OC)cc2)C1=O (configuration not stated) | -6 | -30 | -8 | -1 | 0.9 | -2 | 0 | 8 | 30 | -6
O=C1Nc2ccccc2C1(O)Cc1ccccn1 (configuration not stated) | 1 | 15 | -18 | 1 | 1.4 | -12 | 4 | -1 | -15 | -7
CC12CCC(C/C1=N\OC(=O)c1c(F)cccc1F)C2(C)C (configuration not stated) | -1 | 18 | -5 | -1 | 0.1 | -7 | 6 | 5 | -18 | -9
COc1ccc(C(=O)NCc2c(C)oc(C)c2C(=O)O)cc1 | 0 | 16 | 43 | -1 | -0.8 | -1 | -2 | -7 | -16 | -4
Oc1ccc(N=Nc2ccccc2-c2nn[nH]n2)c(O)c1 | 20 | -8 | -7 | 18 | 13 | -3 | -9 | 2 | 8 | -4
Cc1c(Cc2ccccc2)c(=O)oc2cc(OCC(=O)N3CCC(C(N)=O)CC3)ccc12 | -1 | -15 | 4 | x | 0.0 | -5 | 4 | -7 | 15 | -15
COc1ccccc1CNC(=O)c1sccc1C | -2 | 1 | 25 | -4 | -0.7 | -9 | 2 | -1 | -1 | -10
Cc1cc(C(=O)N2CCCC(N3CCN(c4ccc(F)cc4)CC3)C2)c(C)o1 (configuration not stated) | -5 | -34 | 27 | x | -0.3 | 9 | 3 | -6 | 34 | 2
CCc1cc(=O)oc2cc(OC(=O)CN3C(=O)NC4(CCCC4)C3=O)ccc12 | -2 | 22 | -14 | -1 | 0.0 | -3 | -26 | -7 | -22 | -6
CCOC(=O)c1nc2sc3c(c2c(=O)[nH]1)CCCC3 | 3 | 7 | -3 | -3 | -0.2 | -7 | -5 | 0 | -7 | -20
O=C(CCN1CCN(c2ccccc2)CC1)N/N=C/c1ccc(O)c(O)c1O | 4 | 22 | 22 | 21 | 14 | 7 | -3 | -7 | -22 | 6
Cc1cc(-c2nnc(SCC(=O)Nc3ccccc3Cl)n2C)no1 | -1 | 3 | 37 | 1 | -2.5 | 4 | 1 | 4 | -3 | 0
CCN(CC)C(=O)c1ccc(Oc2ccc([N+](=O)[O-])cc2Cl)cc1 | -1 | -47 | -5 | 7 | -1.7 | 13 | 0 | 6 | 47 | -15
COc1cc(NC(=S)NCCc2c[nH]c3ccccc23)c(OC)cc1Cl | 0 | -73 | 9 | 4 | -0.6 | 6 | 5 | -10 | 73* | 3
O=C(COC(=O)CNS(=O)(=O)c1ccc(Cl)cc1)NC1CCCCC1 | -3 | 12 | 22 | -1 | 1.1 | -19 | 0 | -8 | -12 | 4
CCOC(=O)N1CCN(c2c(N3CCN(c4ccc(OC)cc4)CC3)c(=O)c2=O)CC1 | 0 | -19 | 0 | x | -0.2 | -4 | -5 | 3 | 10 | -12
Cc1ccc2nc(C)c(C(=O)N/N=C/c3ccc(N4CCOCC4)cc3)cc2c1 | 3 | 9 | -8 | -3 | 3.2 | -10 | -6 | -8 | -9 | -6
COc1ccc(OC)c(NC(=O)CCN2CCN(c3ccccc3OC)CC2)c1 | -2 | -7 | 23 | 3 | 2.4 | 0 | 1 | -4 | 7 | 3
CC(=O)c1ccc(N(CC(=O)NC2CCS(=O)(=O)C2)S(=O)(=O)c2ccc(C)cc2)cc1 (configuration not stated) | 0 | 13 | -3 | -3 | 1.8 | -2 | -1 | -4 | -13 | -3
c1csc(COc2ccccc2CNC2CCCCC2)c1 | 1 | 29 | 9 | 3 | 0.4 | -10 | -7 | -1 | -29 | -4

Taken from above:
CCOC(=O)c1nc2sc3c(c2c(=O)[nH]1)CCCC3 in DAGLB inhibitor → 3
COc1ccc(OC)c(NC(=O)CCN2CCN(c3ccccc3OC)CC2)c1 in Arrestin-AP2 inh → 23

(further entries)
smiles | DAGLB inhibitor | SR-BI uptake up | Arrestin-AP2 inh | NSD2 inh | LANA DNA inh | Cardiac RTF inh | Keap1-Nrf2 PPI | PKA-R2B activ | SR-BI DiI inh | PvdQ acylase
CCCC(=O)OCC(=O)Nc1ccc2c(c1)OCO2 | 1 | 1 | 27 | 3 | -1.1 | -5 | -4 | -10 | -1 | 0
O=C(O)c1ccc(CNCc2ccccc2F)cc1 | 1 | 4 | 6 | 45 | 0.2 | -7 | -5 | 2 | -4 | -13
CC1(C)CC(NC(=O)COc2ccccc2Cl)CC(C)(C)N1 | -3 | 37 | 5 | -3 | 1.6 | 4 | -2 | 5 | -37 | 3
CCN1CCN(/C=N/c2nc3c(s2)CCCC3)CC1 | -1 | 2 | -5 | 9 | 0.2 | -4 | -4 | 1 | -2 | -16
COc1ccc(C)cc1S(=O)(=O)N(CC(=O)Nc1ccc2c(c1)OCCO2)Cc1ccccc1 | -1 | -4 | 1 | -1 | -1.0 | 0 | -5 | 8 | 4 | -16
CCSc1nc(O)cc(=O)n1-c1ccc(OC)cc1 | 10 | 4 | 7 | 0 | -0.2 | -3 | 5 | -2 | -4 | -6
COc1ccc(CCNC(=O)c2ccc([N+](=O)[O-])cc2)cc1 | 1 | 8 | -4 | 1 | -1.3 | 9 | -4 | -6 | -8 | -12
CC1CC(C)CN(C(=O)C2CC(=O)N(c3ccc4c(c3)OCCO4)C2)C1 (configuration not stated) | 4 | 3 | 27 | 1 | 0.9 | -9 | 2 | 7 | -3 | -11
CC(=O)NCC(=O)N1CCCC(C(=O)c2ccc(Oc3ccccc3)cc2)C1 (configuration not stated) | 2 | -21 | -5 | 0 | -1.6 | -12 | -2 | 4 | 21 | -1
COc1cc(C2Nc3ccccc3C(=O)N2c2ccc(Cl)cc2)c(Cl)cc1OCC(=O)O (configuration not stated) | 1 | 17 | -8 | -3 | -1.3 | -12 | -1 | -13 | -17 | 2
COc1ccc(C#Cc2c(-c3ccsc3)oc3ccc(-c4cc(OC)c(OC)c(OC)c4)cc23)cc1 | 0 | -21 | 0 | x | -0.3 | 3 | -2 | -6 | 21 | -10
CCOC(=O)c1ccc(NC(=O)c2nc[nH]c2C(=O)N2CCC(C)CC2)cc1 | -2 | 2 | -9 | x | -1.0 | -5 | -3 | -1 | -2 | -11
O=C(COC(=O)c1cc(S(=O)(=O)N2CCOCC2)ccc1F)NC1CCCCC1 | -1 | 16 | 25 | -1 | 2.5 | 4 | 0 | -12 | -16 | 5
COc1ccccc1CCNC(=O)C(=O)NCC1OCCCN1S(=O)(=O)c1ccc(F)cc1C (configuration not stated) | -1 | -35 | -2 | -3 | 0.2 | -5 | 1 | -3 | 35 | -6
O=C(NCc1ccccc1)C1CCC(CNc2c(N3CCCCC3)c(=O)c2=O)CC1 (configuration not stated) | 0 | -10 | 2 | x | -0.3 | -8 | 1 | 7 | 10 | -3
C=CCn1c(CCNC(=O)c2ccc(Cl)c(Cl)c2)nnc1SCCOc1ccc(OC)cc1 | -3 | -50 | 4 | 3 | -2.2 | -3 | 3 | -10 | 50 | -12
COCCNS(=O)(=O)c1cc(C(=O)O)ccc1OC | -1 | 16 | 8 | -3 | -0.3 | -8 | -5 | -5 | -16 | -13
CCC(C)N(C(=O)c1csnn1)C(C(=O)NCc1ccc(F)cc1)c1ccccc1 (configuration not stated) | 4 | 15 | -2 | x | -0.1 | 2 | -3 | -14 | -15 | -11
Cc1ccc(N(C(=O)c2csnn2)C(C(=O)NC2CCCCC2)c2cccnc2)c(C)c1 (configuration not stated) | 0 | x | 24 | -1 | 0.0 | 1 | 0 | 2 | x | -1
Cc1csc(NC(=O)CSc2nnc(C)c(=O)n2N)n1 | -3 | 12 | 5 | x | -1.8 | -9 | -5 | -5 | -12 | -12
CCOc1ccc(C2NC(=O)c3ccccc3O2)cc1 (configuration not stated) | 0 | 26 | 8 | 0 | 0.6 | -13 | -3 | -5 | -26 | -10
N#CCc1nc(CSc2nc3ccccc3s2)cs1 | -2 | 12 | 35 | -4 | 0.6 | 6 | -3 | 9 | -12 | 0
Cc1oc(-c2cccs2)nc1CN1CCN(Cc2ccc(F)c(F)c2)C(CCO)C1 (configuration not stated) | -2 | x | 37 | x | 1.8 | 0 | 0 | -6 | x | 2
O=C(NC1CCCCC1)C1CCN(c2ncccn2)CC1 | -2 | 14 | 0 | 0 | -1.1 | -1 | 3 | -3 | -14 | 11
O=S(=O)(CCOc1ccccc1)N1CCOCC1 | 2 | 6 | 12 | 0 | -0.1 | 3 | -2 | 2 | -6 | -1
CCn1nnnc1SCC(=O)Nc1nc(C)c(C)s1 | 2 | 7 | 4 | x | -3.5 | -6 | 1 | 1 | -7 | 0
O=[N+]([O-])/C(=C\Nc1ccccc1)S(=O)(=O)c1ccccc1 | 1 | 3 | -5 | 2 | 0.0 | -2 | -6 | 1 | -3 | -11
CC(Sc1nc2c([nH]c3ccccc32)c(=O)n1C)c1ccccc1 (configuration not stated) | 3 | x | 18 | x | 0.1 | 0 | 4 | -9 | x | -4
c1ccc(CCN=C2CCCc3c2[nH]c2ccccc32)cc1 | -6 | 23 | 25 | x | -0.8 | -2 | -2 | -8 | -23 | 0
COc1cc(C2CC(c3ccccc3)=NN2c2ccccc2)ccc1OCC(=O)O (configuration not stated) | 7 | -3 | 10 | x | -0.9 | -1 | -7 | -3 | 3 | -26
O=C(NCc1ccccn1)NC1CCCCC1 | 3 | 25 | 9 | -1 | 2.4 | 6 | 0 | 3 | -25 | 1
